Compound activity from PubChem BioAssay.
5-HT1A blocker: blocks the human serotonin 5-HT1a receptor | CHO 5-HT1a Ga15 NFAT-bla reporter, antagonist mode | AID 612 | P08908 | inhibition, % at 10 µM | 62,000 tested, 0.68% active;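 active = inhibition above the mean of all tested compounds plus 3 SD, cut at about 43% in these data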;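 note: receptor stimulated by 5-CT agonist at 100 nM near EC80; beta-lactamase reporter measured by ratiometric fluorescence of a cleavable substrate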
Target sequence (P08908 whole entry, looked up): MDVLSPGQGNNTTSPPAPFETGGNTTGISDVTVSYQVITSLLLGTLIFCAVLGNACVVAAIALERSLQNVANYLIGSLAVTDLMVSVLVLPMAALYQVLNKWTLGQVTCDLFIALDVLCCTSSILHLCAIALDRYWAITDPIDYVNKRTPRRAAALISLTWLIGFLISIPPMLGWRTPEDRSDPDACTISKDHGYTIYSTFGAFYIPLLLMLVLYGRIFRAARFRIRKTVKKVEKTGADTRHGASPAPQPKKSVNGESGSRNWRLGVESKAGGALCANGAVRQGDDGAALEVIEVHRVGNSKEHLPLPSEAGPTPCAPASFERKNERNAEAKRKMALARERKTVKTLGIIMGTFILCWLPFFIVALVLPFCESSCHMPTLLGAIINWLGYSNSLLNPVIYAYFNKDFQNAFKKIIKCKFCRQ
HEK293 NFkB inh: inhibitors of the PMA/ionomycin-induced NF-kB reporter in HEK293 cells; HEK-293 NF-kB luciferase reporter, luminescence; inhibition, % at 3 µM; 62,000 tested, 0.21% active; AID 465;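 active = inhibition above the mean of all tested compounds plus 3 SD, cut at about 40% in these data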;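 note: 0% = stimulated DMSO wells and 100% = 10 µM reference inhibitor 5653914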
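Reagent: PMA plus ionomycin mix as NF-kB-activating stimulus. Assay system: NF-kB luciferase reporter HEK-293 cells. Technique: luminescence from luciferase substrate reagent. Incubation: 1 h compound pre-incubation, 16 h PMA/ionomycin at 37 °C. Benchmarks: DMSO only as uninhibited control, 10 µM reference inhibitor as full inhibition. Repeats: tested once.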
HTR1A agonist: agonists of human 5-HT1a serotonin receptor | P08908 | CHO 5-HT1a Ga15 NFAT-bla reporter, FRET ratio; 0% basal, 100% maximal reference agonist | activation, % at 10 µM | 65,000 tested, 0.56% active;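 active = activation above the screen-wide mean activation plus 3 SD, cut at about 19% in these data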;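 note: 0% = DMSO wells and 100% = 5-CT at EC100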
S1P3 ag: S1P3 (human) receptor agonism. Q99500. S1P3 NFAT-BLA reporter cells, FRET ratio; relative to 1 µM S1P, basal subtracted. activation, % at 4.5 µM. 60,000 tested, 0.1% active;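 active = activation above the screen-wide mean plus 3 SD, cut at about 4.5% in these data, passing the limit was not always enough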; note: some compounds called inactive have numbers as strong as hits
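Benchmarks: high control 1 µM S1P / System: stable CHO line with human S1P3, Gα16, NFAT-BLA reporter / Dosing: single compound concentration, 4.5 µM final / Timing: 4 h compound at 37 °C, 2 h substrate at RT / Measured by: FRET β-lactamase substrate fluorescence, excitation 405 nm, 460/535 nm emission ratio, background-subtracted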
D1 allo mod: allosteric modulators of human D1 dopamine receptor; B-score at 10 µM; AID 641; 58,000 tested, 5.9% active; HEK293 D1, CRE-luciferase, dopamine EC30 potentiation; actives deviate in either direction;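 active = luminescence count or its row- and column-corrected plate score outside the 99.7% band of the plate's sample wells, on either side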
Target sequence (P21728 whole entry, looked up): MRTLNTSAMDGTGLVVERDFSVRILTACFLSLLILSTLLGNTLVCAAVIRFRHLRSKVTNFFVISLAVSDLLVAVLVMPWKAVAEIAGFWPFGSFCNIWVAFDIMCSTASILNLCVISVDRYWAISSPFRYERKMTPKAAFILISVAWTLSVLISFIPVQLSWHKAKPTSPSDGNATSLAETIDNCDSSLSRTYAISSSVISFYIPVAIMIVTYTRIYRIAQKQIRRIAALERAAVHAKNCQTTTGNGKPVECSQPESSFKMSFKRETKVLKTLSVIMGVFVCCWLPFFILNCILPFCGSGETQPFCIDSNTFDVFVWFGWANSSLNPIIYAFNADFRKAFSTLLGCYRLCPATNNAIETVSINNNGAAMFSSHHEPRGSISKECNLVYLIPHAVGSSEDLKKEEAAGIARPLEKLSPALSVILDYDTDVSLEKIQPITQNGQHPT
Jurkat tox 60K: cytotoxicity toward Jurkat cells; 56,000 tested, 1.2% active; inhibition, % at 4 µM; Jurkat E6.1 viability, ATP luminescence, 48 h;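 active = inhibition above the mean inhibition of all tested compounds plus 3 SD, cut at about 28% in these data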
S1P1 ag pot: S1P1 (human) agonism or agonism potentiation; activation, % at 9.5 µM; AID 449; 56,000 tested, 0.57% active; S1P1 CRE-bla cells, forskolin, beta-lactamase FRET, potentiator mode; S1P1 agonist co-added at EC20, 2 nM; 100% = saturating reference agonist, 0% = basal;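 active = activation above a cutoff set at the mean activation of all tested compounds plus 3 SD, cut at about 54% in these data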;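 note: forskolin at 4 µM as EC80 and the EC20 agonist is SEW2871; 100% = SEW2871 at its EC100 plus forskolin at EC80; some compounds past the cut are filed as inactive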
5HT1E ag: 5-HT1E (human) receptor agonism; CHO 5-HT1E Ga15 NFAT-bla reporter, FRET; 0% DMSO wells, 100% control agonist wells; activation, % at 6 µM; 65,000 tested, 0.69% active; AID 574;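 active = activation above a set limit, the screen-wide mean activation plus 3 SD, cut at about 8.5% in these data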;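 note: 100% = positive control agonist at 1 µM giving full maximal response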
5HT1E antag: antagonists of human 5-HT1E serotonin receptor; P28566; CHO 5-HT1E Ga15 NFAT-bla reporter, FRET, antagonist; inhibition, % at 6 µM; 65,000 tested, 0.99% active;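 active = inhibition above a set limit, the mean inhibition across every tested compound plus 3 SD, cut at about 29% in these data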;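 note: signal is the 460 over 535 nm emission ratio of beta-lactamase substrate; 0% = agonist plus DMSO wells and 100% = wells without agonist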
* marks the source's active call; other numbers are inactive results; / = not tested or not shown.

SMILES	5-HT1A blocker	HEK293 NFkB inh	HTR1A agonist	S1P3 ag	D1 allo mod	Jurkat tox 60K	S1P1 ag pot	5HT1E ag	5HT1E antag
C=CCOC(=O)C1=C(C)NC(SCC(=O)N(CC)CC)=C(C#N)C1c1ccco1 (stereo not drawn)	/	/	13	-1.1	0.93	/	22	-0.2	11
COc1cc(C2NC(=O)N(C)C3=C2C(=O)CCC3)cc(OC)c1OC (stereo not drawn)	-8	13	-1.2	-1.0	-0.16	4	-2	-0.2	-17
CCOC(=O)c1nnn(-c2nonc2N)c1CSc1ccccn1	24	-2	-3.7	-1.7	0.27	-8	-24	-0.3	15
c1ccc(C2=Nn3c(nnc3-c3cccnc3)SC2)cc1	-12	17	-1.2	0.0	4.9*	1	-13	1.1	-6
O=C(O)CC(Cc1ccccc1)c1ccc2c(c1)OCO2 (stereo not drawn)	9	12	-1.3	-0.4	0.78	-1	1	-0.3	-2
CC(=O)Nc1ccc(NC(=O)CN(C)CCC#N)cc1	-13	6	-1.9	0.8	-0.00013	-1	-13	-1.0	-4
Cn1c(=O)oc2cc(S(=O)(=O)NCCc3ccccc3)ccc21	-12	10	-1.3	-0.4	0.0088	-6	-7	-0.8	-9
Cn1ccnc1SCC(=O)Nc1ccc2nc(SCC(=O)NC3CC3)sc2c1	1	-4	0.8	/	-0.58	/	/	0.4	11
COC(=O)c1cc(NC(=O)c2nccnc2C(=O)O)cc(C(=O)OC)c1	-5	-4	-1.8	-0.1	/	-4	-14	-0.4	-9
CCCN1C(=O)c2ccc(C(=O)Nc3nccs3)cc2C1=O	-3	-11	0.1	-1.0	/	1	/	0.5	6
Cc1nnc(NC(=O)c2ccc(S(=O)(=O)N(C)Cc3ccccc3)cc2)o1	19	20	-0.7	-0.5	-0.37	11	8	0.7	-5
O=C(O)CCC(=O)N(Cc1cccs1)Cc1cccs1	-16	-5	-1.5	/	/	/	/	0.3	-1
COC(=O)c1ccccc1NC(=O)c1c(O)c2cccc3c2n(c1=O)CCC3	-5	16	-1.4	-0.6	0.098	0	0	0.6	-1
Cc1cccc(NC(=O)COc2ccccc2)c1	-8	11	0.6	-0.4	0.16	-6	29	0.5	-3
COc1cccc(C(=O)Nc2ccc3nc(N4CCN(c5ncccn5)CC4)cc(C)c3c2)c1OC	24	7	4.4	/	1.4	/	/	1.1	30*
CCn1c(Cc2ccccc2)nnc1SCC(=O)Nc1cc(C)on1	6	18	-1.2	0.8	-0.14	-6	1	-0.5	-3
Cc1nnc(SCc2ccccc2F)n1NCc1cccs1	-13	8	-0.7	-0.3	0.58	0	/	0.5	6
CC(=O)N1CCN=C1SCc1ccccc1F	-11	7	-0.3	-1.3	0.068	12	1	-0.1	2
O=c1[nH]c2cc3c(cc2cc1C(c1nnnn1CC1CCCO1)N1CCCC1)OCO3 (stereo not drawn)	4	10	-0.9	-0.8	-1.1	4	-8	0.4	-5
O=C(NCc1ccc(F)cc1)C1CCCN1C(=O)NCc1ccccc1 (stereo not drawn)	-10	10	-0.2	0.6	0.14	-8	10	1.0	-8
C=CCN(CC=C)c1nc2ccccc2nc1C(C#N)C(=O)OC(C)C (stereo not drawn)	/	/	-2.4	-1.4	/	/	-16	0.0	6
Cc1cc(C(F)(F)F)c2c(=O)[nH]c(=O)n(Cc3ccccc3)c2n1	-9	-7	1.2	0.2	1.4	-4	-14	-0.3	5
Cc1cc(C)n(C(=O)c2ccc(S(=O)(=O)NCC3CCCO3)cc2)n1 (stereo not drawn)	4	14	-0.2	-0.7	-0.13	1	-2	0.2	-4
Cc1ccc(S(=O)(=O)CCc2nc3ccccc3n2CCC#N)cc1	3	11	0.5	/	-0.86	/	/	-0.7	-4
COc1ccc(CC(=O)NC2CCN(CC(=O)Nc3ccc4c(c3)OCCO4)CC2)cc1OC	-20	13	-0.5	-1.1	-0.022	0	-4	-0.3	0
N#Cc1nc(COc2ccccc2)oc1N1CCN(Cc2ccccc2)CC1	46*	18	-4.8	-1.3	-1	9	3	-2.4	5
c1ccc(Cn2ccnc2SCc2nnc(-c3ccccc3)o2)cc1	8	7	-0.7	-1.2	-0.061	6	/	0.8	-3
CCOC(=O)c1cc(-c2ccc(C)cc2)n(CC(=O)NCc2ccco2)c1C	4	18	-0.8	-1.1	-0.34	-1	-9	3.9	5
Cc1cc(NC(=O)c2ccc(S(=O)(=O)N(C)C)cc2)no1	9	12	-3.7	-0.8	-1.5	4	-12	0.1	-3
Fc1ccccc1N1CCN(C(c2ccccn2)c2nnnn2C2CCCCC2)CC1 (stereo not drawn)	9	7	-0.8	-0.1	1.2	2	-10	-1.1	-1
COc1ccc(-c2nc3ccccc3c(=O)n2CCCn2ccnc2)cc1	14	21	0.0	-0.6	-0.98	3	10	0.6	-1
COc1ccc(NC(=O)CC2Oc3ccccc3NC2=O)cc1 (stereo not drawn)	-3	-4	1.7	-0.6	0.01	-2	-3	0.4	10
CCCCS(=O)(=O)NC1=NCN(CCOC(=O)c2ccccc2)CN1	-3	7	1.2	-0.9	-0.05	-1	/	-0.7	-1
CCCCCn1c(Sc2ncccn2)nc2c1c(=O)[nH]c(=O)n2C	-11	5	-2.4	-0.6	20*	0	-13	0.1	1
Cn1c(=O)c2c(nc(OCc3cccnc3)n2Cc2c(F)cccc2Cl)n(C)c1=O	-20	7	1.5	-0.1	0.52	-2	1	-0.2	9
CCn1c(SCC(=O)Nc2nc3ccccc3s2)nnc1-c1ccc(OC)cc1	-1	6	4.6	-0.2	0.44	0	7	0.3	-8
O=S(=O)(Nc1cccnc1)c1ccc2c(c1)OCCO2	-3	19	-1.8	-1.2	-0.055	-3	15	-0.9	-4
COc1ccc(CC(=O)Nc2nc3ccccc3s2)cc1S(=O)(=O)N1CCOCC1	-3	12	-2.9	-0.3	-0.31	7	-20	0.5	-15
C=CCn1c(SCc2cc(=O)n3ccsc3n2)nnc1C1CCCCC1	6	11	-1.6	-1.6	0.98	7	3	0.4	5
O=C(COC(=O)C1CCN(S(=O)(=O)c2cccs2)CC1)c1cc2ccccc2o1	0	7	-1.9	0.9	0.12	3	-6	0.2	2
COCCn1c(=O)[nH]c2cc(C(=O)NCCN3CCN(c4ccc(OC)cc4)CC3)ccc2c1=O	-3	18	0.1	/	-0.95	/	/	0.0	-4
Nc1nc(CN2CCN(c3ccc(F)cc3)CC2)nc(N2CCCc3ccccc32)n1	-9	3	0.0	-0.7	-0.43	-5	9	1.1	-6
O=C(O)CCC(=O)N1CCN(c2nc3ccccc3s2)CC1	12	-2	-1.8	-1.0	-0.28	4	-7	15*	4
Cc1cc(O)ccc1Nc1nc2ccccc2nc1Nc1ccc(O)cc1C	4	9	3.4	1.1	0.37	-3	-7	-0.2	1
CCN(CC(=O)Nc1ccc(OC)c(OC)c1)S(=O)(=O)c1ccc(C)cc1	-18	13	22*	0.6	-1.4	-2	/	-0.3	-7
CCOC(=O)C1CCN(CC(O)COc2ccc(C(C)=O)cc2)CC1 (stereo not drawn)	-2	11	-1.1	-0.7	-0.3	1	-5	2.2	-1
Cc1ccccc1-n1nc(C)c2cc(C(=O)N3CCOCC3)sc21	-14	10	1.7	0.1	0.86	-2	-25	0.6	-5
CN(C)Cc1nc2ccccc2c(=O)n1Cc1nc(C(C)(C)C)cs1	-1	6	1.6	-0.7	0.7	-1	-1	0.5	4
CCCOc1ccc(N2C(=O)CC(N3CCN(C(=O)c4ccco4)CC3)C2=O)cc1 (stereo not drawn)	4	8	-4.6	-0.8	0.29	-1	4	0.3	-4
CCOc1ccc(OCC)c(NC(=O)C2CCCN(S(=O)(=O)c3c(C)noc3C)C2)c1 (stereo not drawn)	-6	13	1.6	0.5	0.47	-6	19	-0.6	-3
CCC(C)C(NC(=O)OC(C)(C)C)C(=O)NC(C(=O)N1CCCC1C(N)=O)C(C)CC (stereo not drawn)	9	14	-2.9	-0.6	0.22	4	-4	-0.3	17
CCCN(CCC)CCNC(=O)C1CCCN(S(=O)(=O)c2ccc3c(c2)oc(=O)n3C)C1 (stereo not drawn)	6	-5	-0.2	-1.1	-3.1*	2	-23	-0.8	-7
Cc1cc(C(=O)OCC(=O)Nc2ccc(S(=O)(=O)N3CCOCC3)cc2)c(C)o1	1	9	-2.3	1.5	/	-1	3	0.2	6
O=C(C1CCC1)N1CCc2cc(S(=O)(=O)NC3CCCC3)ccc21	-1	2	-4.7	-0.2	1.6	11	-19	0.2	-1
COc1cc(OC)cc(C(=O)Nc2ccccc2N2CCOCC2)c1	-4	10	-0.8	1.5	2.2	-3	8	-0.1	-12
COc1ccc(C(=O)Nn2cnc3scc(-c4cccs4)c3c2=O)c(O)c1	8	17	0.1	-0.5	0.36	-9	8	0.4	-6
COc1cccc2sc(N3CCN(c4nc5ccccc5s4)CC3)nc12	1	12	-0.3	-1.4	0.052	2	-5	0.4	-9
CC1(C)C(C#N)=C(N)OC2=C1C(=O)CCC2	-2	12	-1.9	/	-0.31	/	/	0.7	1
Cc1ccc(C2CC(c3ccccc3C)n3nc(N)nc3N2)cc1 (stereo not drawn)	-10	16	-5.3	-0.6	5.3*	3	-35	0.9	-16
Cc1cc(=O)n2nc(N3CCC(C(=O)NCc4cccnc4)CC3)sc2n1	-7	19	-2.6	-0.1	0.41	3	1	-0.6	-5

2 entries picked at random from those above:
SMILES	5-HT1A blocker	HEK293 NFkB inh	HTR1A agonist	S1P3 ag	D1 allo mod	Jurkat tox 60K	S1P1 ag pot	5HT1E ag	5HT1E antag
Cc1ccc(C2CC(c3ccccc3C)n3nc(N)nc3N2)cc1 (stereo not drawn)	-10	16	-5.3	-0.6	5.3*	3	-35	0.9	-16
Cc1cc(=O)n2nc(N3CCC(C(=O)NCc4cccnc4)CC3)sc2n1	-7	19	-2.6	-0.1	0.41	3	1	-0.6	-5

(further entries)
SMILES	5-HT1A blocker	HEK293 NFkB inh	HTR1A agonist	S1P3 ag	D1 allo mod	Jurkat tox 60K	S1P1 ag pot	5HT1E ag	5HT1E antag
CC(O)CNC(=O)C1CCN(Cc2ccc(OCc3ccccc3)cc2)CC1 (stereo not drawn)	-10	-16	-0.6	0.1	-2	-3	-2	-0.5	-2
CCN1C(c2ccc(F)cc2)=CS/C1=C(\C#N)c1nnc2n1-c1ccccc1SC2	14	-5	-1.9	-0.2	-1.7	0	34	-0.9	15
CCc1nnc2n1N=C(c1ccc(-c3ccc(Cl)cc3Cl)o1)CS2	0	1	-1.8	0.1	1	4	3	-0.6	2
Cc1c(C(=O)Nc2ccc3c(c2)OCCO3)sc2nc(-c3ccccc3)cn12	13	6	1.8	-1.2	-0.32	20	54	0.2	-15
COc1ccc(-c2nc(N3CCOCC3)nc3nn4c(C)c(CCC(=O)O)c(C)nc4c23)cc1	-8	7	-2.6	-0.2	0.49	-2	-23	-0.2	-4

Not a hit list; 8.3% or so of the library scored in one or more.
